# Screening results from PubChem BioAssay.
# HIF-2a inh: HIF-2a inhibition; 786-0 RCC cells HIF-2a reporter, luciferase luminescence, overnight; inhibition, % at 18.8 µM; hit rate 0.72% among 360,000; AID 624352;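 active means inhibition of the luminescence signal of 40% or more relative to plate controls, in a single-dose primary screen at 18.75 µM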
# CaV13 FRET inh: Primary screen for inhibitors of IQ motif and Ca2+-dependent inactivation inhibitor domain binding in CACNA1D, Förster resonance energy transfer in living cells, …. hit rate 0.098% among 340,000. inhibition, % at 12.3 µM. HEK cells, CFP/YFP FRET ICDI-IQ, plate reader, 10 min; percent FRET-ratio fall versus neutral wells;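 active means mean replicate inhibition of at least 30% and at least 1% of replicates passing that level; inconclusive means only one of the two criteria is met; inactive means neither criterion is met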;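 further: 0% = median of the neutral control wells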
# MITF TRPM1 inh: inhibitors of MITF-driven TRPM1 promoter in melanoma cells. hit rate 0.83% among 330,000. inhibition, % at 12.5 µM. AID 488899. SK-MEL-5 TRPM1 promoter luciferase, 24 h;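 active means mean inhibition across replicates of 60% or more, whatever share of single replicates reaches that level; inconclusive means some that reach 60%, reason not given; inactive means mean inhibition across replicates below 60%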; further: values of inactives mirror those of a sister screen read the other way
# Granule exo inh: blocks lytic granule exocytosis; TALL-104 LAMP-1 surface exposure, flow cytometry; cells stimulated with thapsigargin and PMA; inhibition, % at 10 µM; hit rate 0.66% among 360,000; AID 651702;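 active means inhibition above about 55%, limit read from the data; inconclusive means no clear call, values can overlap the other calls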
# Vif imaging: HIV Vif inhibition. hit rate 0.35% among 340,000. AID 602346. HEK293T cells, Vif self-association by quenched fluorescence, imaging, 24 h. inhibition, % at 7.49 µM; in the data active means inhibition above about 50%, passing the limit was not always enough; inconclusive means no clear call, values can overlap the other calls; inactive means below about 31%; further: some results filed as inactive read as strong as hits
# Peg3 promoter: inhibitors of Peg3 promoter; inhibition, % at 20 µM; HeLa PEG-Prom luciferase reporter, luminescence, overnight; hit rate 1.7% among 360,000;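 active means inhibition of at least 50% at 20 µM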
# PDI turbidity: blocks human protein disulfide isomerase activity; P07237; PDI insulin aggregation turbidity, A650, 90 min; inhibition, % at 10 µM; hit rate 0.052% among 350,000; AID 588391;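 active means mean inhibition across replicates of 30% or more, whatever share of single replicates reach that level; inconclusive means mean inhibition below 30% while every single replicate reaches 30%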;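 further: absorbance from insulin aggregation driven by PDI reduction with DTT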
# Target sequence (P07237 whole entry, looked up): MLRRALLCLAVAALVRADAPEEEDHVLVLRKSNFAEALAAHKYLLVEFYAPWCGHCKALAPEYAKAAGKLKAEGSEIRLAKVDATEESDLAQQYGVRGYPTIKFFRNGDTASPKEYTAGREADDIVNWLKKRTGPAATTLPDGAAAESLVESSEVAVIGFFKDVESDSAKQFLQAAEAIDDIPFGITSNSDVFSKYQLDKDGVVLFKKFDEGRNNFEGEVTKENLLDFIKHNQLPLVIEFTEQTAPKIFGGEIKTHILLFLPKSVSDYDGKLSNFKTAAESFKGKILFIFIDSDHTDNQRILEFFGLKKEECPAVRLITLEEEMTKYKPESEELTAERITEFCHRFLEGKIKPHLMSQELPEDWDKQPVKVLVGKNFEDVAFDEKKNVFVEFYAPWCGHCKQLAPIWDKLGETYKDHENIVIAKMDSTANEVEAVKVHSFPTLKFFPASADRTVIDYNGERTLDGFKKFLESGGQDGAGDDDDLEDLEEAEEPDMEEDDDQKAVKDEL
# hiPSC survival: increases survival of single human iPS cells; hiPSC single-cell survival, ATPlite luminescence; 100% = ROCK inhibitor wells, 0% = DMSO; survival enhancement, % at 20 µM; hit rate 0.044% among 360,000; in the data active means survival enhancement above about 18%;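 further: cells exposed to compounds for 16 hours before the ATP read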
# NR2E3 ag-1: activates human photoreceptor nuclear receptor NR2E3 | Q9Y5X4 | GST-NR2E3/biotin-RetCOR TR-FRET, 1536-well | inhibition of corepressor binding, % at 4.78 µM | hit rate 0.12% among 320,000 | AID 2300;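 active means percent inhibition above the cutoff of mean plus 3 SD of all tested compounds, set per screening campaign, cut at about 20% in these data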;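 further: 0% = DMSO wells and 100% = biotin wells as full block of FRET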
# Target sequence (Q9Y5X4 whole entry, looked up): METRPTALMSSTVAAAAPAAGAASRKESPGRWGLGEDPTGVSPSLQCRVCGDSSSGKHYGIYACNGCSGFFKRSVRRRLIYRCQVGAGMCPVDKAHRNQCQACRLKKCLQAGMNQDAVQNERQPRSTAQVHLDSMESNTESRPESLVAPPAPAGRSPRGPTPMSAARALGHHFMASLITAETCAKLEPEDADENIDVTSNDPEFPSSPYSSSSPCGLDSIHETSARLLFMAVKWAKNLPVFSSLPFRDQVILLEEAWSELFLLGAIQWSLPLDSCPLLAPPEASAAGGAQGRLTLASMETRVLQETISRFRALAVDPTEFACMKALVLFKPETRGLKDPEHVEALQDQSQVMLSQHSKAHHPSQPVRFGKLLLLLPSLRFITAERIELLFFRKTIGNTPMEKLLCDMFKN
#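 System: GST-tagged NR2E3 plus biotinylated RetCOR corepressor; Amount: 1.35 nM GST-tagged NR2E3 final; Dosing: single nominal compound dose of 4.8 µM; Schedule: 5 h incubation at 4 °C; Technique: TR-FRET with europium anti-GST and streptavidin-D2, 340 nm excitation; Controls: biotin wells as high control, 0.6% DMSO wells as low control.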
# NR2E3 ag-2: agonists of human NR2E3 nuclear receptor. CHO-S Gal4-NCOR/VP16-NR2E3 two-hybrid, luciferase. inhibition of corepressor binding, % at 3.98 µM. AID 602229. Q9Y5X4. hit rate 0.35% among 360,000;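 active means inhibition above the mean of all tested compounds plus 3 SD, cut at about 70% in these data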;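 further: 0% = DMSO with NR2E3 transfected cells and 100% = cells lacking NR2E3 construct; higher means lower luciferase signal from less NR2E3 corepressor binding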
# aDG glyco act: alpha-DG glycosylation activation. Pro5-aDG cells, alpha-DG glycosylation AlphaScreen (IIH6); 0% Pro5, 100% B10-LARGE cell signal. hit rate 0.22% among 360,000. activation, % at 10 µM. AID 624168;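 active means activation of at least 8% versus controls, or a plate z-score of at least 8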;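 further: Pro5 are CHO cells carrying HIG-tagged alpha-DG that lacks glycosylation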
# An asterisk follows results filed as active; ? = inconclusive; / = no result given.
SMILES,HIF-2a inh,CaV13 FRET inh,MITF TRPM1 inh,Granule exo inh,Vif imaging,Peg3 promoter,PDI turbidity,hiPSC survival,NR2E3 ag-1,NR2E3 ag-2,aDG glyco act
CCOC(=O)C(C(=O)OCC)N(C#N)c1nc(OC)nc(N(C)C)n1,13,/,-10,-1,-5,-1,6,-0.5,-2,7,0.0
O=C1C=C(c2cc(F)ccc2F)C[C@@H](c2ccc(Cl)cc2)C1,-4,-13,-18,22,11,-16,5,1.8,3,-10,0.2
COc1ccc(OC)c(S(=O)(=O)N(C)CC(=O)N2CCN(c3ccccc3F)CC2)c1,26,-3,-2,-9,14,11,-8,-5.0,1,-10,0.1
COc1ccc(C(=O)NCC(=O)OCC(=O)c2cc(OC)c(OC)c(OC)c2)cc1OC,24,-6,8,0,1,17,-2,0.0,1,-3,-0.4
CCC(C)NC(=O)C1CCN(S(=O)(=O)N2CCCC2)CC1 (configuration not stated),13,/,3,2,2,-14,-2,0.2,0,-23,-0.1
Cc1ccc(-c2c(C)n([O-])c3c([n+]2=O)CCCCC3)o1,-58,-5,-2,0,3,-3,-1,-2.4,-2,-17,0.0
Cc1ccc2sc(N(CCN(C)C)C(=O)c3ccc(S(=O)(=O)N4CC(C)OC(C)C4)cc3)nc2c1C (configuration not stated),-4,-7,10,-1,0,-12,0,0.0,1,3,0.0
COc1ccccc1/C=C/CN1CCCC(CO)(Cc2cccc(Cl)c2)C1 (configuration not stated),19,-6,-2,18,1,36,0,-0.2,7,0,0.2
Cc1cccc(NC(=O)NNC(=O)CCc2ccccc2)c1,-4,/,16,-2,5,7,-12,0.7,2,5,-0.1
CCN(c1ccccc1)S(=O)(=O)c1ccc(OCc2c(C)noc2C)cc1,23,-4,18,0,0,9,1,-2.5,-1,-5,-0.2
Cc1ccc(OCC(O)CNC(C)c2ccccc2)cc1C (configuration not stated),13,-17,3,-2,-5,6,-1,-0.1,6,-7,-0.1
Cc1csc(SC(C)C(=O)NCC(=O)Nc2ccc(F)c(F)c2F)n1 (configuration not stated),15,6,11,-2,1,17,2,1.1,2,-21,-0.1
N#CCSCC(=O)Nc1ccccc1,-61,-6,-3,-3,0,-43,13,-0.2,-2,-29,-0.1
COc1ccc(N2CCN(Cc3nc4cc(Cl)ccc4c(=O)[nH]3)CC2)cc1,14,-3,5,-3,7,6,0,-0.1,-2,-16,-0.1
COc1cccc(CN(C)C(=O)c2ccc(NC(=O)CC3SC(N4CCCCC4)=NC3=O)cc2)c1OC (configuration not stated),-1,-17,0,1,28,3,23,1.5,/,10,0.2
COc1ccc(/C(N)=N/OC(=O)CCC2CCCC2)cc1OC,-146,-3,-2,-4,-11,-42,7,-0.4,-1,-21,0.3
COc1ccc(CSCCN)cc1Cl,-37,-8,4,-2,4,-8,2,3.9,0,-10,0.0
O=C(COc1ncnc2ccc(Br)cc12)NC1CCCC1,9,-5,6,-2,7,4,3,-0.4,6,24,0.0
O=Cc1ccccc1-n1cncn1,13,-3,10,3,-12,13,-2,-0.5,-1,0,1.1
COc1ccc(NC(=O)CN(C)C(=O)/C=C/c2cn(-c3ccccc3)nc2-c2ccc(F)cc2)cc1,-51,-6,5,17,-3,22,-9,0.7,-1,19,0.4
Cc1nnc2ccc(N3CCCCC3)nn12,-4,-19,1,8,-11,-8,5,0.3,-3,-12,-0.1
COc1ccccc1C(C)NCC(=O)Nc1c(F)cccc1F (configuration not stated),1,-7,14,-4,3,9,9,-0.2,-3,0,0.1
CCOC(=O)c1c(CC(C)C)csc1NC=O,-9,-5,31,-2,-20,10,-5,-1.8,0,-17,-0.1
Cc1cc(C)n(CC(O)COc2ccc(C(C)C)c(C)c2)n1 (configuration not stated),-25,-12,-23,-2,-2,-20,-3,-0.3,-3,-31,0.0
Cc1ccc(S(=O)(=O)N2CCOCC2)cc1NC(=O)CN1CCN(c2ccc(O)cc2)CC1,46*,-3,43,-3,-2,45,0,0.1,5,-3,-0.1
CC(=O)NC(=S)Nc1cc(C(=O)O)ccc1Cl,-10,-6,-11,3,4,5,-1,3.5,1,-24,0.4
CNC(=O)c1cn2c3c(ccc(Cl)c3c1=O)OC(C)C2 (configuration not stated),1,-4,15,-9,9,-60,-5,0.6,/,-11,-0.1
Cn1nc(C(=O)Nc2cccc(S(=O)(=O)N3CCCC3)c2)c2ccccc2c1=O,13,-6,11,5,18,15,-7,2.3,2,14,0.1
Cn1nnnc1SCc1ccccc1F,1,-6,4,1,0,2,6,1.6,0,1,-0.1
CN(CC(=O)Nc1ccccc1F)Cc1cccs1,-25,-7,-9,-11,-2,-22,9,-0.6,1,-17,0.0
C[C@@H]1CN([C@@H](C)CO)C(=O)CCCn2nncc2CO[C@@H]1CN(C)S(=O)(=O)c1ccccc1,10,-9,/,8,/,-10,4,0.7,/,-3,0.0
COc1cc2c(cc1NC(=O)CN1CCN(S(=O)(=O)c3ccccc3F)CC1)oc1ccccc12,10,-3,0,-3,?,30,2,-0.5,1,5,-0.4
c1ccc(-c2nc3cccnc3nc2-c2ccccc2)cc1,27,-5,-55,-2,3,25,2,-0.4,0,-14,0.1
O=C(O)C[C@H]1c2cc(F)ccc2S(=O)(=O)N1C1CCCCC1,9,-5,12,-9,-4,0,-6,-2.0,1,8,0.1
Cc1cccc(N2CCN(C(=O)c3ccccc3NC(=O)C3CCCCC3C(=O)O)CC2)c1 (configuration not stated),4,-3,-6,-3,3,7,-23,1.0,1,-22,0.0
Cc1cc(C)c(S(=O)(=O)N(CC(=O)N2CCCC2)C2CCCCC2)c(C)c1,9,-4,11,-3,-26,21,-4,-0.6,5,-9,-0.1
CC(=O)c1ccc(NC(=O)CNC2CCCCC2)cc1,-6,-2,-15,-1,4,-10,1,-0.7,2,-6,0.5
CCN(CC)S(=O)(=O)c1ccc(Cl)c(C(=O)OC)c1,13,-7,9,-1,/,23,16,-1.7,-3,-12,0.2
O=C(c1csc(Nc2cccc3ccccc23)n1)N1CCCC1,-43,-4,26,-2,-7,-12,6,0.2,2,-36,0.1
CN(CC(=O)Nc1cc(S(=O)(=O)N2CCCC2)ccc1Cl)Cc1cccs1,9,-16,3,0,-2,15,13,0.2,-3,-9,0.6

# Only NR2E3 ag-2, for 3 of the compounds above:
SMILES	NR2E3 ag-2
Cc1nnc2ccc(N3CCCCC3)nn12	-12
COc1ccccc1C(C)NCC(=O)Nc1c(F)cccc1F (configuration not stated)	0
CCOC(=O)c1c(CC(C)C)csc1NC=O	-17

# Later entries.
SMILES,HIF-2a inh,CaV13 FRET inh,MITF TRPM1 inh,Granule exo inh,Vif imaging,Peg3 promoter,PDI turbidity,hiPSC survival,NR2E3 ag-1,NR2E3 ag-2,aDG glyco act
CCOC(=O)c1ccc(-n2ncc(C(=O)OCC)c2N)cc1,-49,-5,2,-1,4,-36,-7,2.6,4,-59,0.0
O=C(Nc1ccccc1)C(Cc1ccccc1)NC(=O)C12CC3CC(CC(C3)C1)C2 (configuration not stated),18,-10,11,0,-2,8,-5,2.2,5,-14,0.1
N#C/C(C(=O)N1CCOCC1)=C1/SC(Cc2ccc(F)cc2)C(=O)N1c1ccccc1 (configuration not stated),18,-5,-3,0,-1,7,-2,0.0,-3,-10,-0.3
COc1ccc(/C=N/n2cnn(Cc3ccccc3Cl)c2=S)cc1OC,-7,1,-2,1,9,-11,-5,-0.1,-1,15,0.6
Cc1ccccc1-n1c(SCC(=O)Nc2c(C)cccc2C)nc(O)cc1=O,8,-3,12,14,-9,3,7,-0.9,-5,-4,0.0
CC(C)C(=O)NNC(=O)CN1CCN(c2nc(-c3ccccc3)cs2)CC1,-33,-2,-8,10,-8,1,2,0.2,3,-41,0.2
COc1ccc(Cl)cc1NC(=S)N(Cc1ccc(C(=O)O)cc1)Cc1ccc(OC)c(OC)c1,25,-6,13,6,-3,19,-2,-0.1,-2,1,-0.4
COc1ccc(/C=C/C(=O)OCC(=O)NCCC2=CCCCC2)cc1S(=O)(=O)N1CCOCC1,15,-16,4,-5,-2,0,-2,-0.6,3,-12,-0.1
COc1ccccc1N1CCN(C(=O)COc2cc(C)cc3oc(=O)cc(C)c23)CC1,10,-6,0,0,-10,34,-5,-0.6,-2,-21,-0.4
NNC(=O)C1CC(O)CN1S(=O)(=O)c1ccc2ccccc2c1 (configuration not stated),9,-2,4,6,-2,-5,9,-0.3,2,-40,-0.3
COCCn1c(Cc2ccccc2)nnc1SCC(=O)Nc1cc(C)on1,0,-5,9,-1,2,-29,-4,-1.0,2,-9,0.0
CC(=O)N1CCN(C(=O)CSc2cc(C)c(Br)cc2C)CC1,13,-3,-5,49,-2,4,12,-0.1,1,25,0.1
COc1ccc(N2C(=S)NC3CS(=O)(=O)CC32)cc1 (configuration not stated),7,-20,-1,-1,-2,5,-14,-0.9,0,-7,0.0
COc1cccc(NC(=O)CCNS(=O)(=O)c2cccc3nonc23)c1,13,-3,5,?,6,17,6,-0.6,0,-25,-0.1
Cc1c(-c2ccccc2)n(O)c(-c2ccc(N(C)C)cc2)[n+]1[O-],-91,-7,/,8,-23,-85,3,-4.3,/,-44,0.0
CNC(=O)C[C@H]1C(=O)N(C2CCCCC2)C[C@@H]1C,11,-6,/,0,3,1,5,-1.7,/,-7,0.3
CCOc1cc(/C=C(\C#N)C(=O)Nc2cccc(C(=O)O)c2)cc(Br)c1OC(=O)c1ccc(OC)cc1,18,-7,-3,35,-4,18,2,0.8,3,-23,0.1
CCCNC(=O)CN(CCc1ccccc1)S(C)(=O)=O,9,-8,-7,-1,7,10,5,2.4,1,-18,-0.2
O=C(c1cc2ccccc2cc1O)N1CCCC1,5,-13,2,3,3,9,5,-0.5,-3,15,0.0
Cc1[nH]c2ccccc2c1C(=O)COC(=O)C1CC(=O)N(Cc2ccco2)C1 (configuration not stated),15,-4,5,-2,8,0,9,4.3,1,6,0.1
Cc1ccnc(NC(=O)C2CCN(S(=O)(=O)c3cccc(C(F)(F)F)c3)CC2)c1,-51,-7,-7,14,-4,-41,2,-0.3,-3,-20,-0.2
Cc1ccc(NC(=O)COC(=O)c2ccc(OCc3c(C)noc3C)cc2)cc1S(=O)(=O)N1CCOCC1,3,-20,6,1,1,6,-8,-1.5,-1,0,-0.1
CCOc1ccccc1NC(=O)CN1CCC(C(=O)c2ccc(OC)cc2)CC1,6,-4,1,0,-6,-1,8,0.0,0,16,0.3
